Screens (PubChem)
STK33 inh = blocks human STK33 kinase activity. ADP-Glo luminescence, MBP substrate. inhibition, % at 12.5 µM. 0.44% of 27,000 active. AID 2322; in the data active = inhibition above about 20%
Target sequence (Q9BYT3 whole entry, looked up): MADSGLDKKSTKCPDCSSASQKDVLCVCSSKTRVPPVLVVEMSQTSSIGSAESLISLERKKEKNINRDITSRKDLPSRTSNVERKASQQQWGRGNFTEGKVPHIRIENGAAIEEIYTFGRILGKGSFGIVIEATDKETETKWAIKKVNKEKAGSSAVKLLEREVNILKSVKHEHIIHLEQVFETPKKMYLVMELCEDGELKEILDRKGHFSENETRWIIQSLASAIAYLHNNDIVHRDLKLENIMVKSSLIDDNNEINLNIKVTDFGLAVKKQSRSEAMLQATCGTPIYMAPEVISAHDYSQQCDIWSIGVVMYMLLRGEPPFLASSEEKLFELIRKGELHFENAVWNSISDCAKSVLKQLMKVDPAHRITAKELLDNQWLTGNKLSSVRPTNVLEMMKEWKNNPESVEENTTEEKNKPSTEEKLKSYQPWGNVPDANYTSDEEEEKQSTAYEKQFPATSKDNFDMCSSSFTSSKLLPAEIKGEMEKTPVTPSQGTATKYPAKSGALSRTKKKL
p53 PUMA act = re-activators of the mutant p53 pathway; SW480 PUMA-promoter luciferase, p53 mutant reactivation; activation, % at 9.98 µM; 1.5% of 28,000 active; in the data active = activation above about 52%
* marks the source's active call; other numbers are inactive results; · = no result given.

SMILES	STK33 inh	p53 PUMA act
CCC(=O)Nc1nonc1-c1nc2ccccc2n1Cc1cc(OC)ccc1C	6	-27
Cc1ccccc1Cn1cc(NC(=O)c2nc3ncccn3n2)cn1	3	26
C[C@@H]1CCCCO[C@@H](CN(C)Cc2ccc3c(c2)OCO3)[C@@H](C)CN([C@H](C)CO)C(=O)c2cc(NC(=O)NC3CCCCC3)ccc2O1	1	·
C[C@H]1CCCCO[C@H](CN(C)C)[C@@H](C)CN([C@@H](C)CO)C(=O)c2cc(NS(C)(=O)=O)ccc2O1	·	9
O=C1c2c(O)cc(O)cc2O[C@@H](c2ccc(O)cc2)[C@@H]1O	·	13
COc1ccccc1C1CCN(S(=O)(=O)c2ccc(-c3csc(C)n3)s2)CC1	·	-3
O=C(Cn1c(=O)n(-c2cccc(C(F)(F)F)c2)c(=O)c2sccc21)N1CCCc2ccccc21	·	-24
O=C(NCc1ccco1)C1CC(c2cccc(Br)c2)=NO1 (centres undefined)	-1	1
COc1ccc(NC(=O)Nc2ccc3c(c2)[C@@H]2C[C@H](CC(=O)NCc4ccccc4F)O[C@@H](CO)[C@@H]2O3)cc1	·	-3
C[C@@H]1CN([C@H](C)CO)C(=O)Cc2cc(NC(=O)Nc3ccc4c(c3)OCO4)ccc2O[C@@H]1CN(C)S(C)(=O)=O	-3	·
Cc1noc(C)c1NC(=O)Nc1ccc2c(c1)CC(=O)N([C@H](C)CO)C[C@@H](C)[C@H](CN(C)S(=O)(=O)c1ccc(F)cc1)O2	-4	·
CC(Oc1cccc(NC(=O)c2ccc(Br)cc2)c1)C(=O)c1ccccc1 (centres undefined)	0	-5
C[C@@H]1CN([C@H](C)CO)C(=O)CCCn2nncc2CO[C@H]1CN(C)Cc1ccc(C(F)(F)F)cc1	1	11
COc1ccc(CN2C(=O)C(O)(CC(=O)c3ccc(C)s3)c3ccccc32)cc1OC (centres undefined)	0	9
COCCOC(=O)N1C(=O)[C@@]2(c3cc(C#Cc4ccc(OC)cc4)ccc31)[C@H](c1ccccc1OCCO)N1[C@H](c3ccccc3)[C@H](c3ccccc3)OC(=O)[C@H]1[C@@H]2C(=O)N1CCc2cc(OC)c(OC)cc2C1	10	·
C[C@@H]1CN([C@H](C)CO)C(=O)Cc2cc(NC(=O)CCCN(C)C)ccc2O[C@H]1CN(C)Cc1ccc(Oc2ccccc2)cc1	3	·
C[C@@H]1CN([C@@H](C)CO)C(=O)c2cccc(NS(C)(=O)=O)c2O[C@H]1CN(C)C(=O)Nc1ccccc1	·	7
COc1ccc(S(=O)(=O)N(C)C[C@H]2Oc3ccc(NC(=O)Nc4cccc5ccccc45)cc3CC(=O)N([C@@H](C)CO)C[C@H]2C)cc1	1	-5
CC(=O)O[C@@H]1C[C@@H](C)[C@](O)(CCC2=CC(=O)OC2)[C@@]2(C)CCCC(C)(C)C12 (some centres undefined)	-5	·
CC1(C)CC(=O)C2=C(C1)Nc1ccccc1N(C(=S)NCc1ccco1)C2c1cccnc1 (centres undefined)	-4	-1
C[C@H](O)C#Cc1cnc2c(c1)C(=O)N([C@H](C)CO)C[C@@H](C)[C@H](CN(C)C(=O)c1ccncc1)O2	·	10
CN1CCc2ccccc2Cc2[nH]c3ccccc3c2CC1	2	-5
Cc1noc(C)c1NC(=O)N(C)C[C@@H]1OCc2cn(nn2)CCCC(=O)N([C@@H](C)CO)C[C@H]1C	0	-7
COCC(=O)N(C)C[C@@H]1Oc2ncc(C#Cc3ccccc3OC)cc2C(=O)N([C@@H](C)CO)C[C@H]1C	·	3

Complete entries, looked up by structure:
Listed for CN1CCc2ccccc2Cc2[nH]c3ccccc3c2CC1 → STK33 inh = 2; p53 PUMA act = -5
Listed for CC(=O)O[C@@H]1C[C@@H](C)[C@](O)(CCC2=CC(=O)OC2)[C@@]2(C)CCCC(C)(C)C12 (some centres undefined) → STK33 inh = -5; p53 PUMA act = ·

Next part.
SMILES	STK33 inh	p53 PUMA act
COC(=O)c1ccc(NC(=O)CSc2nnc(-c3ccc(NC(C)=O)cc3)n2C)cc1	2	-15
COc1ccc(NC(=O)Nc2cccc3c2O[C@H](CN(C)S(=O)(=O)c2ccc(OC)cc2)[C@H](C)CN([C@@H](C)CO)C3=O)cc1	·	4
CCn1c(SCC(=O)Nc2ccc(C(=O)O)cc2)nnc1-c1ccc(Cl)cc1	4	-6
C[C@H]1CN([C@@H](C)CO)C(=O)c2cc(NC(=O)Cn3cnnn3)ccc2O[C@@H]1CN(C)Cc1ccc(C(F)(F)F)cc1	1	·
C[C@H](CO)N1C[C@H](C)[C@H](CN(C)C(=O)Nc2ccc3c(c2)OCO3)Oc2ccc(NC(=O)CCN3CCOCC3)cc2C1=O	2	·
CC(C)NC(=O)Nc1ccc2c(c1)C(=O)N([C@@H](C)CO)C[C@@H](C)[C@H](CN(C)C(=O)Nc1ccccc1)OCCCC[C@@H](C)O2	·	-14
CSc1nc(SCC(=O)Nc2cccc(C)c2)c2c3c(sc2n1)CCCC3	-3	9
C[C@@H]1O[C@@H](OC2C(O[C@H]3[C@H](O[C@H]4CC[C@@]5(C)C(CC[C@]6(C)C5CC=C5C7CC(C)(C)C(O)C(O)[C@]7(C)CC[C@]56C)C4(C)C)O[C@H](C(=O)O)[C@@H](O)[C@@H]3O)OC(CO)C(O)C2O)[C@H](O)[C@H](O)[C@H]1OC1OCC(O)C(O)C1O (some centres undefined)	0	·
O=C(CSc1nc(-c2ccccc2)c2cc(Cl)ccc2n1)N1N=CCC1c1ccccc1 (centres undefined)	7	13
COc1ccc(NC(=O)N(C)C[C@@H]2Oc3ccc(NC(=O)CCC(F)(F)F)cc3CC(=O)N([C@H](C)CO)C[C@@H]2C)cc1	5	·
COc1ccc(S(=O)(=O)N(C)C[C@H]2Oc3ccc(NC(=O)C4CCCCC4)cc3CC(=O)N([C@@H](C)CO)C[C@H]2C)cc1	3	·
CC(C)(C)c1cc(C(=O)/C=C/c2ccc(C(=O)O)cc2)cc(C(C)(C)C)c1	·	-37
COc1ccc(-c2cc3ccccc3oc2=O)cc1NC(=O)COc1ccc(C(C)(C)C)cc1	-3	46
Cn1c(SCC(=O)Nc2ccnc3ccccc23)nnc1-c1ccncc1	-2	-28
FC(F)(F)c1cc(N2CCCCC2)c2cccc(Cl)c2n1	·	-2
C[C@@H]1CCCCO[C@H](CN(C)Cc2ccncc2)[C@H](C)CN([C@H](C)CO)C(=O)c2cc(NS(=O)(=O)c3ccccc3)ccc2O1	·	-11
CC(C)NC(=O)N(C)C[C@H]1OCCCC[C@@H](C)Oc2ccc(NS(=O)(=O)c3ccccc3)cc2C(=O)N([C@@H](C)CO)C[C@H]1C	·	-4
CC(C)(Oc1ccc(Cl)cc1)C(=O)Nc1cccc(-c2nc3ncccc3o2)c1	0	12
C[C@@H]1CN([C@H](C)CO)C(=O)Cc2cc(NC(=O)CCN3CCOCC3)ccc2O[C@H]1CN(C)Cc1ccc(Cl)c(Cl)c1	-7	·
C[C@H](O)C#Cc1cnc2c(c1)C(=O)N([C@@H](C)CO)C[C@@H](C)[C@@H](CN(C)C(=O)CN1CCOCC1)O2	·	9
C[C@H]1CN([C@@H](C)CO)C(=O)Cc2cc(NC(=O)C3CC3)ccc2O[C@@H]1CN(C)S(=O)(=O)c1cccs1	0	7
C[C@@H]1CN([C@@H](C)CO)C(=O)c2cc(-c3ccc(C#N)cc3)cnc2O[C@@H]1CN(C)C(=O)Nc1ccc(F)cc1	·	15
C[C@H](CO)N1C[C@H](C)[C@H](CN(C)CC2CC2)Oc2c(NC(=O)c3nc4ccccc4s3)cccc2C1=O	·	1
COc1cc2cc(Oc3ccc4ccc(=O)oc4c3)c(=O)oc2cc1OC1OC(COC(=O)CC(C)(O)CC(=O)O)C(O)C(O)C1O (centres undefined)	-1	-4
O=C(Nc1ccc([N+](=O)[O-])cc1Cl)c1cc(Cl)ccc1O	0	·
O=C(OCc1nc2ccccc2s1)c1ccc([N+](=O)[O-])cc1	1	-1
O=C(NCCc1c[nH]c2ccccc12)Nc1cccc2ccccc12	4	13
COc1ccc(NC(=O)Nc2cccc3c2O[C@H](CN(C)C)[C@@H](C)CN([C@H](C)CO)C3=O)cc1	·	22
Cc1ccc(NC(=O)C(C)N(c2ccc(Cl)cc2)S(C)(=O)=O)c(C)c1 (centres undefined)	1	2
c1coc(CNc2ncnc3c2sc2nc(N4CCOCC4)c4c(c23)CCC4)c1	11	15
Cc1ccc(N(C(C)C(=O)Nc2cc(C(F)(F)F)ccc2Cl)S(C)(=O)=O)cc1C (centres undefined)	5	9
C[C@@H]1CN([C@H](C)CO)C(=O)Cc2cc(NC(=O)Cc3ccccc3)ccc2O[C@H]1CN(C)Cc1ccncc1	-1	0
Cc1ccc2nc(-c3ccncc3)cc(C(=O)NCc3ccccn3)c2c1	-5	-4
CNC[C@H]1Oc2ccc(NC(=O)Nc3ccc(C(F)(F)F)cc3)cc2CC(=O)N([C@@H](C)CO)C[C@H]1C	-1	-9
O=c1[nH]ncc(N2CCCCCC2)c1Cl	·	-11
CC(C)NC(=O)Nc1cccc2c1O[C@@H](CN(C)Cc1ccc(C(F)(F)F)cc1)[C@H](C)CN([C@H](C)CO)C2=O	·	-1

At a glance, part of the list above.
SMILES	STK33 inh	p53 PUMA act
C[C@@H]1CN([C@H](C)CO)C(=O)Cc2cc(NC(=O)Cc3ccccc3)ccc2O[C@H]1CN(C)Cc1ccncc1	-1	0
Cc1ccc2nc(-c3ccncc3)cc(C(=O)NCc3ccccn3)c2c1	-5	-4
CNC[C@H]1Oc2ccc(NC(=O)Nc3ccc(C(F)(F)F)cc3)cc2CC(=O)N([C@@H](C)CO)C[C@H]1C	-1	-9
O=c1[nH]ncc(N2CCCCCC2)c1Cl	·	-11
CC(C)NC(=O)Nc1cccc2c1O[C@@H](CN(C)Cc1ccc(C(F)(F)F)cc1)[C@H](C)CN([C@H](C)CO)C2=O	·	-1

(list continues)
SMILES	STK33 inh	p53 PUMA act
Cc1cccc(C)c1NC(=O)CC(C(=O)O)N(C)C (centres undefined)	-2	5
COc1ccc(S(=O)(=O)N(C)C[C@@H]2Oc3ccc(NC(=O)Nc4ccc5c(c4)OCO5)cc3CC(=O)N([C@@H](C)CO)C[C@@H]2C)cc1	-3	4
C[C@H]1CN([C@@H](C)CO)C(=O)c2cc(-c3cccc(C#N)c3)cnc2O[C@@H]1CN(C)Cc1ccccc1	·	3
C[C@H]1CN([C@@H](C)CO)C(=O)c2cc(C#CCc3ccccc3)cnc2O[C@H]1CN(C)C(=O)C1CCOCC1	·	2
Cc1noc(C)c1NC(=O)N(C)C[C@H]1OCCCC[C@H](C)Oc2ccc(NS(=O)(=O)c3cn(C)cn3)cc2C(=O)N([C@@H](C)CO)C[C@@H]1C	·	15
C[C@H]1CN([C@@H](C)CO)C(=O)Cc2cc(NC(=O)CCC(F)(F)F)ccc2O[C@@H]1CN(C)CC1CCCCC1	1	·
CC(C)Cc1ccc(C(C)c2nc(-c3cccs3)no2)cc1 (centres undefined)	·	21
C=C1[C@@H]2CC[C@H]3[C@@]4(C)C(C[C@H](OC(=O)[C@]5(C)O[C@@H]5C)[C@]3(C2)[C@@H]1OC(C)=O)[C@](C)(C(=O)OC)CC[C@H]4OC(C)=O (some centres undefined)	-4	14
COc1ccc2[nH]cc(CCNC(=O)c3ccc(Cl)cc3)c2c1	4	15
COc1c(O)cc2oc(-c3ccc(O)cc3)cc(=O)c2c1O	15	58*
CCCCN1CCC(CCC(=O)c2cc(Cl)c(N)cc2OC)CC1	·	21
C[C@H](CO)N1C[C@H](C)[C@H](CN(C)C(=O)Nc2ccc3c(c2)OCO3)Oc2ccc(NC(=O)Nc3ccc4c(c3)OCO4)cc2CC1=O	-3	8
CCCc1nc(SCC(=O)c2ccccc2Cl)[nH]c(=O)c1C	·	4
COc1ccc(N2C(=O)CC(SCC(=O)Nc3ccc(F)cc3)C2=O)cc1 (centres undefined)	2	-2
C[C@H](CO)N1C[C@H](C)[C@H](CN(C)Cc2ccc(C(F)(F)F)cc2)Oc2c(NS(C)(=O)=O)cccc2C1=O	·	4
C[C@H]1CN([C@@H](C)CO)C(=O)Cc2cc(NC(=O)Nc3ccc(C(F)(F)F)cc3)ccc2O[C@@H]1CN(C)S(=O)(=O)c1cn(C)cn1	0	·
COc1ccc(NC(=O)N(C)C[C@H]2Oc3cc(C#CCN(C)C)ccc3S(=O)(=O)N([C@@H](C)CO)C[C@@H]2C)cc1	·	3
O=c1c(C=Nc2ccccc2)c(Nc2ccccc2)[nH]n1-c1ccccc1	1	·
S=C1NCCN1CCOc1ccccc1	·	20
Cc1noc(C)c1S(=O)(=O)N(C)C[C@H]1Oc2ccc(NC(=O)Cc3cn(C)c4ccccc34)cc2CC(=O)N([C@@H](C)CO)C[C@@H]1C	·	2
C[C@@H]1CN([C@H](C)CO)C(=O)Cc2cc(NC(=O)C3CCCCC3)ccc2O[C@@H]1CN(C)Cc1ccncc1	-3	·
C[C@@H]1CCCCO[C@@H](CN(C)C(=O)Nc2ccccc2)[C@H](C)CN([C@@H](C)CO)C(=O)c2cc(NC(=O)C3CCCCC3)ccc2O1	·	-18

These rows are one share of the data; count on the stated rates, not on these rows.
